mcGAS RapidFire: inhibitors of mouse cGAS; Q8C6L5; recombinant mouse cGAS, cGAMP by RapidFire MS; inhibition, % at 12.5 µM; 0.18% of 130,000 active; AID 1259397;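 active means inhibition of cGAS enzyme activity at or above 60%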;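 further: enzyme stimulated by 45 bp dsDNA with ATP and GTP substrates; cGAMP share of summed cGAMP plus half ATP and half GTP signals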
Target sequence (Q8C6L5 whole entry, looked up): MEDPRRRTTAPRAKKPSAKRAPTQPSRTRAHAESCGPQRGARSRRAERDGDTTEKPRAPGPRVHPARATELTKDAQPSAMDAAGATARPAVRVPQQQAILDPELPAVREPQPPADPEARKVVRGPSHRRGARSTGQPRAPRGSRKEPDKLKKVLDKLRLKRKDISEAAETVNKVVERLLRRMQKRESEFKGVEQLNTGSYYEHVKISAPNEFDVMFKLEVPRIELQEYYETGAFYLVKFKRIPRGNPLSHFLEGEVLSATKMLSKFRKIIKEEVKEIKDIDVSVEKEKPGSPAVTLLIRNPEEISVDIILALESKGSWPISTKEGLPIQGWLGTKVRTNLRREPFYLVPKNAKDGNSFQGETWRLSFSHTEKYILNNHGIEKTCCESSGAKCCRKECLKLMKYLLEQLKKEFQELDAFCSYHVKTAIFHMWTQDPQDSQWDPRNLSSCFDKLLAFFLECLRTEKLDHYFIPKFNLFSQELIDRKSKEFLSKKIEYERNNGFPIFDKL
An asterisk follows results filed as active; & = joins results of further samples. Some of the compounds tested; the hit share may differ from the screen's.

item	canonical_smiles	mcGAS RapidFire
1	Cc1ccc(C2CSCCN2Cc2cc(=O)c(O)co2)o1 (stereo not given)	1.7
2	c1ccc2c(c1)CCC21CCN(Cc2cc3n(n2)CCNC3)CC1	-8.4
3	Fc1ccc2c(c1)sc1nc(-c3ccccc3F)cn12	-10.5
4	O=C(Nc1nc2c(s1)CCCC2)c1cccc(N2CCCC2=O)c1	-0.7
5	CCc1cn[nH]c1C1CCCN(C(=O)c2ccccc2-c2ncn[nH]2)C1 (stereo not given)	-3.1
6	CN(Cc1cccc(NC(=O)CC(F)(F)F)c1)Cc1cscn1	-14.2
7	CC(=O)Nn1cc2c(c1-c1ccccc1)c(=O)n(C)c(=O)n2C	-0.6
8	CC(C)(C)c1cc(CNC(=O)c2cccc(OC3CCN(C(=O)C4CC4)CC3)c2)[nH]n1	-6.0
9	Cc1ccc(C(F)(F)F)cc1NCC(=O)N(C)C	-1.9
10	COC(=O)c1ccc(C(=O)NC2CCCN(Cc3cccc(OC)c3)C2)cc1 (stereo not given)	1.9
11	CC(C)C(NS(=O)(=O)C=Cc1ccccc1)C(=O)NCc1ccc2c(c1)OCO2 (stereo not given)	-1.1
12	CC(OC(=O)c1ccc2c(c1)OCCO2)C(=O)Nc1ccccc1F (stereo not given)	-11.6
13	CC(C)(C)NC(=O)c1cccc(NC(=O)Cc2ccc(Br)cc2)c1	-8.4
14	COc1ccc(OC)c(-c2ccc(SCC(=O)N3CCCCCC3)nn2)c1	-10.9
15	Clc1ccccc1-c1nnc2sc(-c3ccccn3)nn12	3.1
16	COC(=O)C1Cc2ccccc2CN1Cc1cccc(C(=O)N(C)C)c1 (stereo not given)	-12.6
17	CCOC(=O)c1nn(-c2ccccc2)c(=O)cc1OCC(=O)NCc1ccc(C)cc1	0.3
18	c1ccc(Oc2ccc(-n3nnnc3N3CC(c4ccncc4)C3)cc2)cc1	-8.5
19	NS(=O)(=O)CCCC(=O)N1CCCC(CCc2c(F)cccc2F)C1 (stereo not given)	7.0
20	COc1ccccc1CNc1nccn(-c2cccc(C)c2)c1=O	-0.8
21	Clc1ccc(C(Sc2nnc(C3CC3)n2C2CC2)c2ccccc2)cc1 (stereo not given)	2.1
22	COc1cc(C(=O)N2CCC(NC(=O)c3cc(C)on3)CC2)ccc1OC(C)C	-24.3
23	CSc1ncccc1C(=O)N(C)C1CCCN(CCCc2ccccc2)C1 (stereo not given)	-6.7
24	Cc1nc2c(c(C)c1CC(=O)N(C)Cc1ccsc1)c(=O)[nH]n2C	-1.1
25	C=CCN(Cc1ccccc1OC)C(C)=O	-16.9
26	CCc1noc(C)c1C(=O)NCc1cccnc1Oc1ccc(C)nc1	-53.1
27	Cc1ccc(C)c(NC(=O)CCn2cc(-c3sccc3C)nn2)c1	-13.8
28	CNS(=O)(=O)c1ccc(C(=O)N2CCC(c3nc4ccccc4o3)CC2)cc1	-2.5
29	CC(C)n1nccc1NC(=O)CN1C(=O)NC(C)(C)C1=O	-5.2
30	C=CCn1cc(CN(C)Cc2nnc(-c3ccccc3)o2)c(C)n1	-14.6

Next section:
item	canonical_smiles	mcGAS RapidFire
31	C=CCn1c(SCC(=O)NC(N)=O)nnc1-c1cc2c(s1)CCC(C(C)(C)C)C2 (stereo not given)	-7.9
32	COCCn1cnc2cc(NC(=O)C3CCCCC3)cc(C(=O)N3CCOCC3)c21	-9.7
33	CCOc1cc(C=O)c(O)c(C=O)c1	16.0
34	O=C(Cc1c[nH]c2ccccc12)N1CCCCC1C1OCCO1 (stereo not given)	-3.2
35	CC(=O)Nc1ccc(C)c(NC(=O)NCC(c2ccsc2)N(C)C)c1 (stereo not given)	-2.8
36	Cc1nn(S(=O)(=O)c2ccc(F)cc2)c(C)c1S(=O)(=O)N1CCCC(C)C1 (stereo not given)	7.7
37	Cc1nc(SCCC(=O)N2CCC(Cc3ccccc3)CC2)n(Cc2ccc(Cl)cc2)c1C	-5.5
38	O=C(Nc1ccc(-c2noc(-c3cccc(Cl)c3)n2)cc1)c1ccco1	-5.1
39	Nc1nnnn1/N=C\c1ccc([N+](=O)[O-])cc1	-7.9
40	CCCCCCCSc1nnc(C)c(=O)[nH]1	-5.2
41	Cc1cccc(S(=O)(=O)N2CCN(C(=O)c3occc3C)CC2)c1	-4.1
42	CCn1ccnc1CNC(=O)COc1c(C)ccc(C)c1C	0.5
43	CC1NC(=S)N(C(Cc2ccccc2)C(=O)N2CCCC2)C1=O (stereo not given)	-20.1
44	O=c1[nH]c(=O)c2ccccc2o1	2.3
45	Cc1c(C(=O)N2CCC(C)CC2)cnn1-c1cc(-c2nc(C(C)(C)C)no2)ccn1	2.4
46	CN(CCCc1ccccc1)CCn1cc(C(=O)NCc2ccncc2)nn1	-6.3
47	COC(=O)c1c(N)sc(C(=O)Nc2ccccc2OC)c1C	-4.4
48	CCOC(=O)N1CCN(CC(=O)Nc2nnc(CC)s2)CC1	-1.8
49	Cc1nccn1-c1ccc(-c2cccc3cccnc23)nn1	-7.5
50	COc1ccc(OC)c2c1C(c1cccc(N)c1)OC1CCCCC21 (stereo not given)	-10.2
51	CC(=O)NN1C(=O)/C(=C2\C(=O)N(C)c3ccccc32)SC1=S	-9.8
52	CCCCC1=NC2(CCCC2)C(=O)N1Cc1ccc(-c2ccccc2-c2nn[nH]n2)cc1	-7.9&-7.5
53	CC(C)(C)C(=O)N1CCC(C(=O)Nc2cccc(Cl)c2Cl)CC1	-7.8
54	CCN(CC)CC(=O)NCc1cccnc1N(C)C	-4.4
55	Cc1csc(-c2ccc(C(=O)NCCN3CCCCC3)cc2)n1	-12.9
56	CCc1nc(C)ccc1OCC(=O)N1C[C@H](N)C[C@H]1C(=O)NC	-28.7
57	Cc1cc(NC(=O)C2CCCN2c2ncnc3sccc23)ccc1N(C)C (stereo not given)	-1.9
58	CSCCCNC(=O)c1cc(N2CCSCC2)nc2ccccc12	-5.2
59	CN1CC(=O)N2CCN(S(=O)(=O)c3cc4ccccc4o3)CC2C1=O (stereo not given)	15.7
60	O=C(NCc1ccco1)C1CCN(S(=O)(=O)c2cccs2)CC1	-8.3

(continued)
item	canonical_smiles	mcGAS RapidFire
61	OCc1ccc2ccccc2n1	-13.2
62	CN(CCc1ccncc1)C(=O)c1cc2occc2n1CC1CC1	4.3
63	c1ccc(COC2CCCN(Cc3nc(-c4cccs4)no3)C2)nc1 (stereo not given)	-4.4&-3.5
64	C[C@@H]1CN(CCC(=O)NCCC2CN(C)CCO2)C[C@H](C)O1 (stereo not given in full)	-13.6
65	CCOc1nn(CC)cc1C(=O)N1CCN(C)CC1	-11.4
66	COC1CCN(Cc2cc(C)cc(C)c2)CC1	4.7
67	CC(NC(=O)CCc1nc2ccccc2c(=O)[nH]1)C1CC2CCC1C2 (stereo not given)	3.2
68	Cc1cc(O)c(CN2CCC2c2ccccc2)cc1C (stereo not given)	-4.1
69	CN(C)CCn1c(=O)c2[nH]cnc2n(C)c1=O	-5.6
70	Cc1[nH]c2ccc(CNC(=O)C3CCCN(c4ccccn4)C3)cc2c1C (stereo not given)	14.3
71	Cc1c(N=C2C(=O)N(C(C)C)c3ccccc32)c(=O)n(-c2ccccc2)n1C	-2.2
72	Fc1ccccc1-c1ccc(CN2CCNCC2)s1	-0.1
73	CCCCCOc1ccc(Nc2cc(-c3cccc(N)c3)ncn2)cc1	-1.9
74	Cc1cccc(NC(=O)NCCNc2cc(N(C)C)nc(C)n2)c1	1.0
75	COc1ccc(N2CCN(C(=O)C3CCCCC3C(=O)NCCc3cccc(OC)c3)CC2)cc1 (stereo not given)	-6.7
76	CCCC(NC(=O)C1CNC1)c1ccccc1 (stereo not given)	-29.9
77	Cc1sc2nc(CS)[nH]c(=O)c2c1C	8.2
78	CC(C)C(NCC(O)COc1ccccc1F)c1ccc2c(c1)OCCO2 (stereo not given)	-3.2
79	CC(c1cc2ccccc2[nH]1)N(C)C(=O)c1cc2n(n1)CCN(C)C2 (stereo not given)	-50.1
80	CC(=O)N1CCc2cc(C(=O)Nc3cccc(Cl)c3Cl)ccc21	17.1
81	CSc1ccc(CN2C(=O)C(C)Sc3cc(Cl)ccc32)cc1 (stereo not given)	-5.7
82	Cc1ccc(-c2cc(CNCc3ccco3)no2)c(C)c1	1.8
83	CC(OC(=O)CSc1cnc2ccccc2n1)C(=O)Nc1sccc1C(N)=O (stereo not given)	-0.4
84	CS(=O)(=O)/C(C#N)=C/c1cc(-c2cccs2)cs1	-22.5
85	N#Cc1ccc(C(Nc2ccc(Br)c(F)c2)C(N)=O)cc1 (stereo not given)	-13.3
86	Cc1nc(-n2nc(C3CC3)cc2NC(=O)COc2ccccc2F)[nH]c(=O)c1C	2.8
87	COc1cc(C=CC(=O)N2CCC(C)CC(C)(C)C2)ccc1OCc1ccccc1 (stereo not given)	4.3
88	Cn1c(=O)c2[nH]c(/C=N\NC(N)=S)nc2n(C)c1=O	16.0
89	CCc1nnsc1C(=O)NC1CC(C)N(C2CC2)C1 (stereo not given)	-6.2
90	CCc1ncc2c(n1)CN(C(=O)C(c1ccccc1)c1ccccc1)C2	-7.7

An excerpt of these results, field by field:
74) Cc1cccc(NC(=O)NCCNc2cc(N(C)C)nc(C)n2)c1
- mcGAS RapidFire: 1.0

75) COc1ccc(N2CCN(C(=O)C3CCCCC3C(=O)NCCc3cccc(OC)c3)CC2)cc1 (stereo not given)
- mcGAS RapidFire: -6.7

Further entries.
item	canonical_smiles	mcGAS RapidFire
91	CN1CCNC(=O)C1CC(=O)O (stereo not given)	-3.1
92	CC(=O)N1CCC(N2CCOC(CCCc3ccccc3)C2)CC1 (stereo not given)	-4.7
93	CCCC(=O)N1CCC1(C)C(=O)NS(=O)(=O)c1cccc(F)c1 (stereo not given)	-8.8
94	COCCn1cc(NC(=O)NCCc2ccccc2OC)c2ccccc21	-3.2
95	COc1nn(C)cc1C(=O)Nc1cc(C)ccc1C	-14.4
96	N#Cc1cccc(S(=O)(=O)Nc2ccccc2Oc2ccccc2)c1	-2.1
97	Cc1ccc(C#N)c(Cl)n1	2.0
98	Cc1ccc(C2(O)CCN(C(=O)c3cnn(-c4ccccn4)c3C)CC2)nc1	-29.0
99	COc1ccccc1C(C)Nc1cc(=O)n2ccccc2n1 (stereo not given)	-4.8
100	Cc1cc(C)n(C(=O)CCCCCCCCC(=O)n2nc(C)cc2C)n1	-7.7
101	O=C1CC(N2CCN(Cc3ccccc3)CC2)C(=O)N1c1ccccc1F (stereo not given)	1.8
102	Cc1ccc(NS(=O)(=O)c2cc(F)cc(F)c2)cc1C(=O)O	-26.3
103	COc1nn2ccsc2c1C(=O)NCCC(=O)O	0.2
104	C=CCNC(=O)Cn1c(CO)cnc1SCc1ccc(C)cc1	-8.7
105	O=C(c1csnn1)N1CCC(C2CCN(Cc3cccc(F)c3F)CC2)C1 (stereo not given)	-2.9
106	Cn1ncc(NC(Cc2ccccc2)c2ccccc2)c(Cl)c1=O (stereo not given)	-1.5&2.9
107	Cn1c(NCCN2CCCC2)nc2cc(-c3ccsc3)sc2c1=O	9.1
108	CC(=O)NCCNc1cc(C)nc(-c2ccccc2)n1	-10.2
109	Cc1nonc1OCCNC(=O)C1(N2CCCCC2)Cc2ccccc2C1	-2.2
110	O=C(NCCC1CCCO1)c1cc(C2CC2)nc2ccccc12 (stereo not given)	-3.8
111	COc1cc2ccc(=O)oc2cc1O	5.4
112	CC(C)(C)C(=O)N1CCC(C(=O)OCC(=O)NC2(C#N)CCCCC2)CC1	5.0
113	O=C(OCc1ccccc1)[C@@H]1C[C@@H](O)CN1C(=O)Cc1c(-c2ccccc2)[nH]c2ccccc12	0.7
114	Cc1ccc(-c2ccc(=O)n(CCCNC(=O)Nc3ccc(F)cc3)n2)cc1	6.6
115	CCCCOCC(=O)N1CCC2(CC1)CN(C)CCN2C	-7.8
116	CS(=O)(=O)NCCN1CCC(CCc2ccc(O)cc2)CC1	-1.7
117	CCCOC(=O)C1=C(C)N(C)C(=O)NC1c1ccccc1I (stereo not given)	-7.1
118	O=C(c1ccccc1)N1C2C=CC(C2)N1C(=O)c1ccccc1	-12.1
119	c1ccc(CN(Cc2nccs2)CC2CCOC2)cc1 (stereo not given)	-18.5
120	COC(=O)c1cccc2c1CCCN2Cc1nc2sc(C(=O)OC)c(C)c2c(=O)[nH]1	-0.9

(continued)
item	canonical_smiles	mcGAS RapidFire
121	CN(Cc1cc2n(n1)CCNC2)Cc1nc2ccccc2c(=O)[nH]1	-12.4
122	NC(=O)C1CCCCN1S(=O)(=O)NCc1ccccc1 (stereo not given)	-28.5
123	O=C(CS(=O)(=O)Cc1ccc(C(F)(F)F)cc1)N1CCc2ccccc2C1	0.5
124	Cc1noc(C)c1CCC(=O)NC1CCCCC1	-3.8
125	CCCn1nccc1NC(=O)c1ccc(C)s1	-11.6
126	CCc1nnc2sc(/C=C/c3ccccc3)nn12	-7.4
127	C=C1c2ccccc2C(=O)N1CC(=O)Nc1ccc(C(C)C)cc1	-1.1
128	NCc1ccc(COc2ccccc2)cc1	-14.9
129	CCOc1ccc(S(=O)(=O)NN=C2C=C(C)CC2)cc1	-7.5
130	O=C(O)C1CSC(c2ccc3c(c2)OCCO3)N1 (stereo not given)	-19.6
131	O=c1c(Cl)c(N2CCN(c3ccccn3)CC2)cnn1-c1nc2ccccc2[nH]1	21.2
132	CC(=O)Nc1ccc(SCC(N)=O)nn1	8.0
133	CCN1CCN(CC(C)CN=C(N)NC2CC2)CC1 (stereo not given)	-3.7
134	O=C(NC1CCc2ccccc21)C1CCN(C(=O)c2cccs2)CC1 (stereo not given)	-1.7
135	Cn1ccnc1-c1ccc(-c2nccn2C)cc1	-6.3
136	Cn1ncnc1COc1ccc(S(=O)(=O)NC2CCCC2)cc1	-2.5
137	Cc1[nH]c2ccccc2c1SCC(=O)N1CCC(C)CC1	-10.6
138	COc1ccc(-c2[nH]ncc2CNC(Cn2ccnc2)C(C)(C)C)c(OC)c1 (stereo not given)	-0.2
139	CCn1ccc(=O)nc1SCCC1CCCC1=O (stereo not given)	-5.5
140	COC(=O)c1ccc(Cn2cnc3c2c(=O)n(Cc2ccccc2)c(=O)n3-c2ccccc2C)cc1	-1.1
141	COc1cc(CN2CCN(CC3CC4C=CC3C4)CC2)cc(OC)c1O (stereo not given)	-4.7
142	CC(c1n[nH]c(=S)n1-c1ccc(F)cc1)N(C)C (stereo not given)	-3.5

High-throughput results from PubChem BioAssay.
